ROC1-CUL1 inh – inhibitors of human ROC1-CUL1 ubiquitin ligase activity; E3 ubiquitin-protein ligase RBX1 (Homo sapiens) + Cullin-1 (Homo sapiens), P62877+Q13616; in vitro K48 di-Ub FRET, acceptor:donor ratio, 45 min; inhibition, % at 10 µM; actives 0.6% (n = 140,000); in the data active = inhibition above about 25%
Target sequence (P62877 whole entry, looked up): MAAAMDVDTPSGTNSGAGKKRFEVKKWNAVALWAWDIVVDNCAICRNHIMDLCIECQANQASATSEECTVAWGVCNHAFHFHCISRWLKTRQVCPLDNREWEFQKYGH
Target sequence (Q13616 whole entry, looked up): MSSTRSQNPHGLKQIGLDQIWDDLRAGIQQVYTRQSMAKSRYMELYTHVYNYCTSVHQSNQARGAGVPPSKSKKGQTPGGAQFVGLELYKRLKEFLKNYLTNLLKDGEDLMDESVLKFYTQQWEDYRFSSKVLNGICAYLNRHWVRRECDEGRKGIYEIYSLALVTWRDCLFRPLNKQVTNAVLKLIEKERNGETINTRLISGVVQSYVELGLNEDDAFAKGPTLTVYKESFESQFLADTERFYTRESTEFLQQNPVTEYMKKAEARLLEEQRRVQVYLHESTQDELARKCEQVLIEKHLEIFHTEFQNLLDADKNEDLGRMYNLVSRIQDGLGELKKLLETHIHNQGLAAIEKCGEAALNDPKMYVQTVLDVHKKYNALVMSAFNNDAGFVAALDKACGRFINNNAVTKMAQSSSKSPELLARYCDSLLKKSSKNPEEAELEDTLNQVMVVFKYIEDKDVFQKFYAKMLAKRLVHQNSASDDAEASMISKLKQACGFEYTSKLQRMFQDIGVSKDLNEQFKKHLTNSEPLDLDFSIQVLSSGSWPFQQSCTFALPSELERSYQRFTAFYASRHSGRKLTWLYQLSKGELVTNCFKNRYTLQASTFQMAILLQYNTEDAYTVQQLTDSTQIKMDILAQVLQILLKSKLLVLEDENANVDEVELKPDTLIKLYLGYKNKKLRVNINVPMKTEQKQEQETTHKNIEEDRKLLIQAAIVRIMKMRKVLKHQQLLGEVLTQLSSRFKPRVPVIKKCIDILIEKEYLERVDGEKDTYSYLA
* = called active by the depositor.

ROC1-CUL1 inh	smiles
-2.5	CN(C)c1ccc(CNC(=O)CN2CCSc3ccc(S(=O)(=O)N(C)C)cc32)cc1
-17.3	c1ccc2c(c1)OCCOCCOCCOCCO2
1.0	S=C1N(c2ccccc2)c2ccccc2C12CCCCC2
0.3	CN1CCN(C(=S)c2ccc(O)cc2)CC1
2.1	CSCCC(=O)N1CCc2onc(-c3ccc4c(c3)OCO4)c2C1
6.4	O=C(O)CNC(=O)c1ccc(Cl)cc1Cl
2.1	CC(=O)Nc1oc2c(C)c(C)c(OC(C)=O)c(C)c2c1C#N
-6.4	Cc1cccc(NC(=O)N2CCC(C(N)=O)CC2)c1
-8.1	Cc1cc(C)n2nc(SCC(=O)N/N=C/c3c(F)cccc3Cl)nc2n1
7.9	Cc1ccc(/C=N/NC(=O)c2c[nH]c3ccccc23)cc1
-2.8	CCC(=O)Nc1c(C(=O)N(C)Cc2ccco2)cnn1-c1ccccc1Cl
-11.7	CCOC(=O)C1CCCN(C(=O)Cn2ncc3c([nH]c4ccccc43)c2=O)C1 (stereo not drawn)
-9.5	COC(=O)c1ccc(NC(=O)CCS(=O)(=O)c2ccc(Br)s2)cc1
-2.6	CC1C(=NC(=O)c2cn(-c3ccccc3)nc2-c2ccccc2)C(=O)N(c2ccccc2)N1C (stereo not drawn)
9.2	CN(C(=O)c1ccn(C)n1)C(Cc1ccccc1)C1CCN(Cc2cc(Cl)ccc2O)CC1 (stereo not drawn)
-1.7	COc1ccc(-n2c(=O)c3sc4ccccc4c3n(Cc3ccccc3C)c2=O)cc1OC
14.0	CCN1CCCC1CN(CC1CCN(CCOC)CC1)C(=O)CCn1cccn1 (stereo not drawn)
-7.5	CCn1c(SCc2ccccc2C#N)nnc1-c1ccc(N)cc1
-2.0	Cc1cc(NC(=O)C23CCC(C)(c4nc5cc(Cl)c(Cl)cc5nc42)C3(C)C)no1 (stereo not drawn)
-2.4	CCn1cc(C(=O)OCC(=O)Nc2ccc(C)c(Cl)c2)c(=O)c2ccc(C)nc21
-3.4	CCn1nnc2cc(C(=O)Nc3cc(C)ccc3C)ccc21
9.5	Cc1ccc(N2CCN(C(=O)c3nn(C)c4c3CS(=O)(=O)c3ccccc3-4)CC2C)cc1 (stereo not drawn)
7.2	Cc1ccc(CNc2ccc(-c3nc(C(C)C)no3)cc2[N+](=O)[O-])cc1
0.1	COc1ccc(CCNc2oc(COc3ccccc3OC)nc2C#N)cc1OC

Shown field by field: four of the compounds above.
> Cc1ccc(N2CCN(C(=O)c3nn(C)c4c3CS(=O)(=O)c3ccccc3-4)CC2C)cc1 (stereo not drawn)
  ROC1-CUL1 inh: 9.5
> COc1ccc(CCNc2oc(COc3ccccc3OC)nc2C#N)cc1OC
  ROC1-CUL1 inh: 0.1
> CCN1CCCC1CN(CC1CCN(CCOC)CC1)C(=O)CCn1cccn1 (stereo not drawn)
  ROC1-CUL1 inh: 14.0
> CCn1nnc2cc(C(=O)Nc3cc(C)ccc3C)ccc21
  ROC1-CUL1 inh: -3.4

Carrying on.
ROC1-CUL1 inh	smiles
0.5	CS(=O)(=O)NC1CCN(C(=O)CN2C(=O)COc3cccnc32)CC1
-2.8	CCCCN1CC(C(=O)Nc2cccc(C)c2)CC1=O (stereo not drawn)
-3.5	CC(C)(C)OC(=O)N1CCC(c2c(C(=O)NCc3ccc4c(c3)OCO4)cnn2-c2ccccc2Cl)CC1
3.4	CCOc1cc(Cl)c(C2NC(=O)N=C(C)C2C(=O)OC)cc1OC (stereo not drawn)
11.7	COC(=O)C1CCN(Cc2cn[nH]c2-c2ccc(OC)c(F)c2)CC1
-1.6	COCC1CCN(C(=O)c2coc(CN3CCN(Cc4ccccc4)CC3)n2)C1 (stereo not drawn)
4.6	N#Cc1c2nc[nH]c(=O)c2c2n1CCC2
-13.3	CNc1nc(Nc2ccc(OC(F)(F)F)cc2)nc(OCC(F)(F)F)n1
3.9	Oc1ccc(-c2csc(-c3c[nH]c4ccccc34)n2)c(O)c1
1.2	Cc1ccc(-c2noc(-c3ccccc3NC(=O)c3ccccc3)n2)cc1
-8.8	O=C(NC(=S)Nc1cc(Cl)c(Cl)cc1Cl)c1ccccc1
-4.7	C=CCOc1cccc(C(c2c(C)[nH]c3ccccc23)c2c(C)[nH]c3ccccc23)c1
-0.6	COc1ccc(-n2c(-c3cccs3)cn3c4c(=O)n(C)c(=O)n(C)c4nc23)cc1
-2.7	CCC(C)NC(=O)C1CCN(S(=O)(=O)c2ccc3c(ccn3CC)c2)CC1 (stereo not drawn)
3.6	Cc1ccc(Cl)cc1NC(=O)CSc1ncn[nH]1
3.7	O=C(COc1ccccc1)Nc1ccc(Br)cc1F
0.0	CCOC(=O)c1sc2nc(SCC)[nH]c(=O)c2c1C
-0.5	COc1ccc(S(=O)(=O)NCC(C)C)cc1
-2.9	COC(=O)Nc1ccc(S(=O)(=O)N2CCn3c4c(c5cc(C)ccc53)CCCC42)cc1 (stereo not drawn)
-5.9	CCCCNC(=O)CSc1nc2nc(C)c(Cc3c(F)cccc3Cl)c(C)n2n1
-3.5	N#CCCN(/N=C/c1ccccc1)C(N)=S
8.2	CN(C)C/C=C\c1cccs1
1.2	COc1ccccc1Oc1cc(Cl)c(Cl)cc1Cl
-1.4	Cc1ccc(Nc2nc3ccc(C)cc3nc2-n2nc(C)cc2C)c(C)c1
0.8	O=C(O)C(c1ccccc1)C(O)c1ccccc1 (stereo not drawn)
0.6	COCCn1cnc2cc(NC(=O)C3CCCCC3)cc(C(=O)NC34CC5CC(CC(C5)C3)C4)c21
-6.6	O=C1NCCN(Cc2ccoc2)C1CC(=O)N1CCCCCCC1 (stereo not drawn)
6.7	Cc1cccc(NC(=O)CN2C(=O)c3cccnc3Oc3ccc(Cl)cc32)c1C
-7.6	CN(C)c1ncc(C(=O)NCc2ccccc2Cl)cn1
1.5	Cc1cn2c3c(=O)n(CCCO)c(=O)n(C)c3nc2n1C1CCCCC1
-12.2	CN1C(=O)CC(CC(=O)N2CCC(c3ccc(F)cc3)C2)(c2ccc(-c3ccccc3)cc2)C1=O (stereo not drawn)
5.4	COc1ccc(NC(=O)c2ccco2)cc1NC(=O)COc1ccc(Cl)c(C)c1
-3.7	CCOc1ccc(OCc2ccc(C(=O)OCCN3CCCCC3)o2)cc1
-12.8	O=C(NCc1cccc(Cl)c1)c1ccc2c(Cl)c3c(nc2c1)CCCC3
-6.9	COc1cccc(C2Nc3c(F)cc(Br)cc3C3C=CCC32)c1 (stereo not drawn)
6.6	CC1CCCCN1C(=O)C1CCCN(S(=O)(=O)c2ccccc2)C1 (stereo not drawn)
0.3	Cc1cc(NC(=O)CCSc2nc(-c3ccco3)cc(C(F)(F)F)n2)no1
-5.0	Cc1cc(C(=O)Nc2ccccc2F)no1
-5.3	CC(=O)c1cc(C)nc2sc(-c3ccc(Br)cc3)c(N)c12
-1.5	O=C(O)c1ccc(N2C(=O)CC(SC(=Nc3ccccc3)Nc3ccccc3)C2=O)cc1 (stereo not drawn)
-0.7	O[C@@H]1CN(C/C(Cl)=C/c2ccccc2)CC[C@H]1N1CCN(c2ccccc2F)CC1
-10.0	CNS(=O)(=O)c1cc(-c2nnc(Nc3cc(C)ccc3C)c3ccccc23)ccc1C
-8.2	CC(=O)c1ccc(NC(=O)Cn2c(=O)n(Cc3ccco3)c(=O)c3sc4ccccc4c32)cc1
-4.6	Cc1ccc(S(=O)(=O)NCC2CCC(C(=O)NCc3ccc(F)cc3)CC2)cc1 (stereo not drawn)
8.1	O=C1OC(C2C(=O)NC(=S)N(c3ccccc3Cl)C2=O)c2ccccc21 (stereo not drawn)
8.3	COc1ccc(-c2cc(C(F)(F)F)nc(SCC(=O)NCC(C)C)n2)cc1OC
-0.7	OCCOc1cccc(CN2CCOc3ccc(CN4CCC(Oc5cccnc5)CC4)cc3C2)c1
-3.5	O=C(CCCC(=O)NNC(=O)C1CC1)NNC(=O)C1CC1

Of the compounds above, 3 contain a CF3 group:
ROC1-CUL1 inh	smiles
-13.3	CNc1nc(Nc2ccc(OC(F)(F)F)cc2)nc(OCC(F)(F)F)n1
0.3	Cc1cc(NC(=O)CCSc2nc(-c3ccco3)cc(C(F)(F)F)n2)no1
8.3	COc1ccc(-c2cc(C(F)(F)F)nc(SCC(=O)NCC(C)C)n2)cc1OC

New compounds follow
ROC1-CUL1 inh	smiles
12.0	C/C(=N/NC(=O)Cn1nnc2ccccc21)c1cccc(O)c1
2.8	CCOC(=O)N1CCN(C(=O)C2CC23CCN(C(=O)CSc2nc(C)cs2)CC3)CC1 (stereo not drawn)
0.2	Brc1ccc(C2=Nn3cnnc3SC2)cc1
13.2	O=C(O)c1ccc(CN2C(=O)c3ccc(S(=O)(=O)c4ccc(C(=O)O)cc4)cc3C2=O)cc1
-13.2	O=C(c1cn(Cc2ccccc2F)nn1)N1CCCCCCC1
1.9	Cc1cccc(-c2nn3c(=O)cc(CN4CCN(C(=O)/C=C/c5ccccc5)CC4)nc3s2)c1
5.7	N#CC1C(=N)Oc2n[nH]c(-c3ccc4ccccc4c3)c2C1c1cccc(OCc2ccccc2F)c1 (stereo not drawn)
6.9	CC(C(=O)NCC1CCCO1)N1C(=O)C2C3CC(C(Br)C3Br)C2C1=O (stereo not drawn)
3.6	Cc1ccccc1CN1CCNC(=O)C1CC(=O)NCCCCCN1CCOCC1 (stereo not drawn)
-5.3	CCC(C(=O)NCCCN(CC)CC)n1ncn2c(cc3occc32)c1=O (stereo not drawn)
-1.5	CCn1c(=O)n(CC)c2cc(N3CCCCC3)c(NC(=O)Nc3cc(Cl)ccc3OC)cc21
-8.3	CCOC(=O)c1cnc(SCC(=O)Nc2cccc(C)c2)nc1N
-4.4	O=C(Nc1ccc(F)c(Cl)c1)N1CCN2CCCCC2C1 (stereo not drawn)
5.7	N=C1N(c2ccccc2)C(=O)/C(=C/C(=O)c2cccs2)N1c1ccccc1
2.0	COc1ccc(S(=O)(=O)Nc2cccc(-c3ccc(N4CCC(C)CC4)nn3)c2)cc1OC
4.0	CCOCCn1c(=O)c2c(nc3n(-c4cccc(OC)c4)c(C)cn23)n(C)c1=O
-3.1	Cc1ccc(NC(=O)c2ccc(CN3CCCCC3)cc2)c(C)c1
3.2	CSc1nc(Nc2ccc(C)cc2)c(C#N)c(-c2ccccc2)n1
-2.5	Cc1ccc(CNC(=O)c2cc3sccc3n2Cc2ccc(F)cc2)cc1
0.7	N#C/C(=C\c1cc([N+](=O)[O-])c(Cl)cc1Cl)c1nc2ccccc2[nH]1
-18.5	CN(C)CCSc1c(-c2ccc(Cl)cc2)[nH]c2ccccc12
-12.1	CC(NC(=O)C1=Cc2ccccc2OC1)c1ccccc1 (stereo not drawn)
3.3	O=C(CCc1ccc(S(=O)(=O)NCCc2ccccc2)cc1)NCc1ccccc1Cl
-1.5	CC(C)Oc1ccc(CNC(=O)C2CCN(C(=O)N3CCOc4ccc(Cl)cc43)CC2)cc1
6.8	CCOC(=O)c1c(NC(=O)COc2ccc(Cl)c(C)c2)sc(C)c1C
-6.5	N#Cc1c(Nc2cccc(C(F)(F)F)c2)sc(C(=O)Nc2cccc(C(F)(F)F)c2)c1N
-3.5	CC(C)N1CCC(=NNC(=O)c2c[nH]c3ccccc23)CC1
3.2	COc1ccc(-c2cc(-c3ccccc3)cc(-c3ccccc3)[o+]2)cc1
-7.0	COc1cc(C(=O)NCCc2sc(-c3ccc(C)cc3)nc2C)cc(OC)c1OC
5.3	O=C(COCc1cc(-c2cccs2)on1)N1CCN(c2ccc(F)cc2)CC1
2.0	C#CCOc1ccc(/C=C2\SC(=O)N(c3cccc(Cl)c3)C2=O)cc1
0.7	Cc1ccc(S(=O)(=O)Oc2cccc(/C=C3/C(=N)N4N=C(CC(C)C)SC4=NC3=O)c2)cc1
8.8	CCNC(=O)C1CCN(Cc2cccc(Cl)c2)CC1
10.7	Cc1nc2sccn2c1C(=O)Nc1nc(-c2ccccc2)cs1
2.9	COc1ccc(C(=O)CSc2nc(C)cc(C)c2C(=O)Nc2ccccc2C)cc1
-0.6	COc1cccc(CNC(=O)C(C)n2ncn3cccc3c2=O)c1OC (stereo not drawn)
-4.7	Cc1ccc2oc(=O)c(-c3nc4ccccc4[nH]3)cc2c1
2.9	COc1cc(OC)cc(C(=O)Nc2ccc(N3CCN(C(=O)C(C)(C)C)CC3)cc2)c1
3.0	Cc1cc(C)cc(NC(=O)c2cccnc2Cl)c1
-7.9	Cc1ncc([N+](=O)[O-])n1CCOC(=O)NC(NCc1ccccc1Cl)C(Cl)(Cl)Cl (stereo not drawn)
-2.2	O=C(Nc1cccc(Br)c1)C(=O)NC1CCCCC1
3.8	CC1CCc2c(sc3ncn(CC(N)=O)c(=O)c23)C1 (stereo not drawn)
-9.5	CS(=O)(=O)N(CC(=O)N1CCN(Cc2ccccc2)CC1)c1ccccc1F
-3.1	O=C(c1coc(CN2CCN(c3ncccn3)CC2)n1)N1CCc2ccccc2C1
0.0	COc1ccc(C(=O)Nc2cccc(C(=O)OCC(=O)c3ccc(C)cc3)c2)cc1OC
5.4	O=C(NCc1cn2ccsc2n1)c1coc(Cn2cnc3ccccc32)n1
-7.0	O=C(c1ccc(=O)[nH]n1)N1CCc2onc(-c3cccc(F)c3)c2C1
2.3	O=C([C@@H]1C[C@@H]2C=C[C@H]1C2)N1CCC(C2(c3ccccn3)NC(=O)N(CCc3cccs3)C2=O)CC1 (stereo partly drawn)
-4.2	COc1ccc(/C=C2/SC(=O)N(Cc3ccc(C)cc3)C2=O)c2ccccc12
-5.5	C=CCNS(=O)(=O)c1ccc(C(=O)Nc2ccccc2F)cc1
-0.8	CCCn1c2ccccc2c2cnn(CC(=O)NCCCOC(C)C)c(=O)c21
9.3	CCCCSc1nc2sc3c(c2c(=O)n1-c1ccccc1C)CC(C)(C)OC3

High-throughput results (PubChem)

A portion of the library; rates above refer to the full screens.
